PKM2 activator – qHTS Assay for Activators of Human Muscle isoform 2 Pyruvate Kinase; Pyruvate kinase PKM (Homo sapiens), P14618; purified PKM2, Kinase-Glo ATP luminescence, activation; response scale: 0% is enzyme alone, no compound; Potency, µM (series often up to 57.5 µM), without a hit: at the top dose activation, actives largely listed as activators; hit rate 0.34% among 260,000; AID 1631, 2009; also: potency is read from the fitted curve at half-maximal effect; % is scaled to controls: 0 for no effect and ±100 for the full control effect; nearly all actives have a fitted effect of over 55% in size
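Purified hPK-M2 (>95% pure) converted ADP (0.1 mM final) to ATP with 0.5 mM PEP in 50 mM imidazole pH7.2, KCl, MgCl2, Tween 20, BSA; 1 h at room temperature. ATP detected by Kinase-Glo luminescence.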
FLuc counter – qHTS profiling assay for firefly luciferase inhibitor/activator using purifed enzyme and Km concentrations of substrates (counterscreen for miR-21 project) | hit rate 6.9% among 360,000 | Luciferin 4-monooxygenase (Photinus pyralis), P08659 | Potency, µM (titrated, usually from 57.5 µM), for inactives: at the top dose activity change, negative = inhibition, hits mostly inhibitors | purified FLuc, Km substrates, luminescence inhibition;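 also: potency is read from the fitted curve at half-maximal effect; plate controls were vehicle for no effect and reference inhibitor for full effect; nearly all actives have a fitted effect of over 55% in size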
Target sequence (P08659 whole entry, looked up): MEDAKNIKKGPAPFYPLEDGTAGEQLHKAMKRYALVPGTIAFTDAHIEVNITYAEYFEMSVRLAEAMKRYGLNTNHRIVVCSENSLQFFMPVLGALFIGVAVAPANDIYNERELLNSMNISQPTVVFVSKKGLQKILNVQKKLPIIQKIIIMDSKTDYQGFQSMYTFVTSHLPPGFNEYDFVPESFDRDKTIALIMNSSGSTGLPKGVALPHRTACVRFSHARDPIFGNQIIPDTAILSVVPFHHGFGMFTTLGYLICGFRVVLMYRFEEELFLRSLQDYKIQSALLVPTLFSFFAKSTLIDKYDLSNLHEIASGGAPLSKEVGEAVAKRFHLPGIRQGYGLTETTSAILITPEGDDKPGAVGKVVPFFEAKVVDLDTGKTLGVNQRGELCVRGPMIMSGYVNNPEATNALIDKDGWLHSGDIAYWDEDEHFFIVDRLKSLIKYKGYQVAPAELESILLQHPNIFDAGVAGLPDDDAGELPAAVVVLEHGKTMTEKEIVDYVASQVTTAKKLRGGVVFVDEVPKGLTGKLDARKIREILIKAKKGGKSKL
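Purified P. pyralis luciferase (10nM final) with 10uM D-luciferin and 10uM ATP (Km levels) in 50mM Tris acetate pH 7.5, 10mM Mg acetate, 0.01% Tween-20, 0.05% BSA; qHTS 6-point titration, ~60 µM downward; luminescence read.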
ELG1 genotoxic – qHTS screen for small molecules that induce genotoxicity in human embryonic kidney (HEK293T) cells expressing luciferase-tagged ELG1 | hit rate 1.3% among 330,000 | HEK293T ELG1-luciferase reporter, luminescence, 16 h | Potency, µM (doses to about 46 µM), without a hit: at the top dose activity change, positive = activation, usual class: activators; also: potency is read from the fitted curve at half-maximal effect; % of control where 0% means no effect; nearly all actives have a fitted effect of over 60% in size
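Genotoxicity was scored as increased ELG1-luciferase reporter signal, measured by ONE-Glo luminescence (30 min, room temperature). Compound or vehicle exposure of the HEK293T reporter cells lasted 16 hr at 37°C.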
p53 reactivation – qHTS assay for re-activators of p53 using a Luc reporter | H1299 p53-A138V BP100-luciferase reporter, luminescence, 24 h | Potency, µM (titrated, usually from 92.2 µM), for inactives: at the highest dose activity change, positive = activation, most hits filed as activators | hit rate 0.063% among 320,000; also: potency is read from the fitted curve at half-maximal effect; % of control where 0% means no effect; nearly all actives have a fitted effect of over 45% in size
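p53-null H1299 cells stably carrying temperature-sensitive p53-A138V and a BP100-luciferase reporter were pinned with compounds (4-point, 1:5 series) and held 24 hrs at 37 deg C. Luminescence was read 10 min after detection reagent.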
Giardia kill – Small Molecules that selectively kill Giardia lamblia: qHTS; AID 540267, 2011; Giardia lamblia trophozoite viability; hit rate 0.15% among 340,000; activity change, % at 7.66 µM, hits read low; in the data active = activity change below about -80%; inconclusive = between about -30% and that limit;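 also: parasites exposed to compound for two days anaerobically before the ATP read; % is scaled to controls: 0 for no effect and ±100 for the full control effect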
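Trophozoites 100 cells/well + cpd; 48 hrs, 37 deg C, anaerobic. ATPLite 1-Step added, 15-30 min RT, luminescence read (ATP-based viability).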
Rab9 prom act – qHTS Assay for Rab9 Promoter Activators | Huh7 Rab9 promoter-luciferase reporter, luminescence, 24 h | Potency, µM (highest dose often 9.22 µM), for inactives: at the highest dose activation, negative = inhibition, most hits filed as activators | hit rate 2.8% among 320,000; also: potency is read from the fitted curve at half-maximal effect; % of control where 0% means no effect; nearly all actives have a fitted effect of over 60% in size
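Cell-based reporter: Huh7 stable for Rab9 promoter-driven luciferase, plated in reduced-serum medium with 10% FBS at 1500 cells/well, compound-treated 24 h at 37 °C, luminescence read after 10 min reagent.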
Menin-MLL TR inh – qHTS Assay for Inhibitors Targeting the Menin-MLL Interaction in MLL Related Leukemias: Competition With Texas Red Labeled MLL-derived Mutant Peptide. Potency, µM (series often up to 61.6 µM), for the others: at the top dose FP activity change, negative = inhibition, usual class: inhibitors. Menin + Texas Red MLL mutant peptide, fluorescence polarization. hit rate 0.23% among 270,000; active = well fitted inhibition curve with a large enough effect in the polarisation, with a control signal flat, not every such curve was filed as active; inconclusive = small, poorly fitted or top-dose-only effect, or effect the other way, or a change in a side signal; inactive = no such curve, though single readings can be large or run the other way; the % refers to the polarisation; also: potency is read from the fitted curve at half-maximal effect; % of control where 0% means no effect; many of its hits are not listed in these tables
NPC1 prom act – qHTS Assay for NPC1 Promoter Activators; Huh7 NPC1 promoter luciferase reporter, 24 h; Potency, µM (titrated, usually from 9.22 µM), without a hit: at the highest dose activation, usual class: activators; hit rate 2.4% among 320,000;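 also: potency is read from the fitted curve at half-maximal effect; % of control where 0% means no effect; nearly all actives have a fitted effect of over 60% in size; reporter is driven by a mutant NPC1 promoter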
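Quantitative HTS used a cell-based reporter: Huh7 cells stably bearing the NPC1 promoter upstream of luciferase were treated with compounds for 24 h, and promoter activation was read as luminescence.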
Gal4-VP16 FLuc – VP16 counterscreen qHTS for inhibitors of ROR gamma transcriptional activity. Potency, µM (titrated, usually from 53.6 µM), without a hit: top-dose activity, negative = inhibition, usual class: inhibitors. hit rate 3.5% among 310,000. Drosophila S2 Gal4-VP16 UAS-luciferase, luminescence, 20 h;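 also: Gal4-VP16 expression switched on by copper sulfate through the metallothionein promoter; potency is read from the fitted curve at half-maximal effect; % is scaled to controls: 0 for no effect and ±100 for the full control effect; nearly all actives have a fitted effect of over 50% in size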
RORg inh – qHTS for inhibitors of ROR gamma transcriptional activity; Nuclear receptor ROR-gamma (Mus musculus), P51450; Drosophila S2 Gal4-RORgamma UAS-luciferase reporter, 20 h; Potency, µM (highest dose often 53.6 µM), inactives show at the highest dose activity change, negative = inhibition, hits mostly inhibitors; hit rate 5.4% among 310,000; also: potency is read from the fitted curve at half-maximal effect; % is scaled to controls: 0 for no effect and ±100 for the full control effect; nearly all actives have a fitted effect of over 60% in size
Target sequence (P51450 whole entry, looked up, the tested form may be a part): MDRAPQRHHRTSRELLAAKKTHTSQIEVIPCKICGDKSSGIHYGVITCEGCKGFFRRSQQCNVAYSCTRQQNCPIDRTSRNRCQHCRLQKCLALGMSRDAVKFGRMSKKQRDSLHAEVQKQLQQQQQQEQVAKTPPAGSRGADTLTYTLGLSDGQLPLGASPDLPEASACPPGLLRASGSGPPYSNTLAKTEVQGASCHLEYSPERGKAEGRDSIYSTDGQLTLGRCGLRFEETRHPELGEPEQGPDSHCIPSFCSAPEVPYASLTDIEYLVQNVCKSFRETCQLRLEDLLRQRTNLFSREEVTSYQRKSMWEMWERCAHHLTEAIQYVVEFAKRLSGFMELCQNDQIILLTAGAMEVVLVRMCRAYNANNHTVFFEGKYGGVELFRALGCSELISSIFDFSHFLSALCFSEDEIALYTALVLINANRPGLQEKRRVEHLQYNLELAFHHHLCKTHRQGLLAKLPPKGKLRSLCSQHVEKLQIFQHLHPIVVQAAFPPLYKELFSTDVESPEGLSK
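Read-out: Photinus luciferase luminescence; inhibitors lower reporter signal. Insect Schneider cells with Gal4-ROR gamma fusion under metallothionein promoter, UAS reporter; 700 uM final copper sulfate induction, 20 hr, ambient temperature.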
BRCA1 expr act – qHTS Assay to Identify Small Molecule Activators of BRCA1 Expression; AID 624202, 2012; Potency, µM (top dose mostly 46.1 µM), inactives show at the top dose activation, actives largely listed as activators; hit rate 1.1% among 380,000; MCF7-BRCA1-FFLuc reporter, luminescence, 48 h; response scale: scaled: vehicle 0%, 10 µM genistein 100%; also: potency is read from the fitted curve at half-maximal effect; nearly all actives have a fitted effect of over 80% in size; some results filed as inactive show a strong effect at the top dose
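MCF7-BRCA1-FFLuc cells, 2000/well in phenol-red-free MEM, attached 2 h then treated 48 h at 37 C. Luciferase luminescence read 15 min after reagent; normalized to genistein maximum activation (10microM) and DMSO, concentration-response fitted.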
Starred values were filed as active, the others as inactive; ? = inconclusive; · = not tested or not shown; [ ] = another dose, or the depositor's remark. Unless noted, calls follow the shape of the dose curve; as a rule, active = well fitted curve in the direction sought with a large enough effect; inconclusive = small, poorly fitted or top-dose-only effect, or another doubt; inactive = no such curve, though single readings can be large; an effect the other way counts as inactive or inconclusive. These rows are one share of the data (hit frequency here may not be typical).

SMILES	PKM2 activator	FLuc counter	ELG1 genotoxic	p53 reactivation	Giardia kill	Rab9 prom act	Menin-MLL TR inh	NPC1 prom act	Gal4-VP16 FLuc	RORg inh	BRCA1 expr act
COc1ccccc1C1=NN(C2=NN=C(N)Cc3ncnn32)C(O)(C(F)(F)F)C1 (configuration not stated)	-1%	-1%	0%	-2%	-16	3%	-4%	17%	-7%	?	-22%
Cc1ccn2cc(CCNS(=O)(=O)c3ccc(F)c(C(F)(F)F)c3)nc2c1	3%	4%	-12%	1%	2	2%	7%	-4%	0%	?	36%
CCOc1cc(C(=O)CCC(=O)OCC(=O)Nc2ccc(F)cc2)ccc1O	·	?	1%	12%	8	0%	·	-3%	·	·	2%
CCc1ncc(CN2CCC(C(=O)Nc3cccc(-c4cscn4)c3)CC2)cn1	-4%	1%	-14%	1%	-9	-7%	-7%	-2%	-5%	19%	-25%
CC(=O)c1sc(NS(=O)(=O)c2ccc(C)cc2)nc1C	4%	?	21%	-1%	-5	4%	17%	-5%	-4%	?	-5%
COc1ccc(N(C(=O)c2cccnc2)S(=O)(=O)c2ccc(F)cc2)cc1	23%	-1%	-5%	·	18	5%	-14%	-3%	1%	-14%	-7%
COc1ccc(S(=O)(=O)N(CC(=O)N2CCCCCC2)c2ccccc2OC)cc1	·	2%	-3%	11%	12	1%	-22%	-19%	-5%	2%	4%
Cc1ccc(NC(=O)COc2ccc(Br)cn2)cc1	4%	-2%	1%	-2%	3	-2%	·	2%	-5%	-7%	0%
O=C(CCN1C(=O)CSc2ccccc21)Nc1ccc(C(F)(F)F)cc1	·	1%	1%	0%	-13	-13%	·	0%	·	·	-6%
COc1ccccc1NC(=O)CCN1CCN(Cc2ccccc2)CC1	-7%	1%	2%	-5%	3	0%	-2%	1%	-4%	33%	31%
CCOC(=O)C(O)(CCC(O)(C(=O)OCC)C(=O)OCC)C(=O)OCC	22%	1%	4%	2%	18	5%	2%[11.7 µM]	-2%	-4%	8%	3%
COc1ccc(/C=C(\C#N)C(=O)NCc2ccccc2)cc1	·	?	-3%	13%	-16	0%	·	1%	-26%	?	-8%
c1ccc(OCCn2c(-c3ccco3)nc3ccccc32)cc1	-3%	?	6%	11%	2	18%	·	18%	1%	11µM*	71%
Cn1c(SCC(=O)OCC(=O)c2ccccc2)nnc1-c1cccs1	6%	5%	-5%	21%	3	0%	-19%	1%	4%	30%	1%
O=C(NC(=S)NCCCN1CCOCC1)c1ccco1	-10%	-4%	0%	-1%	1	18%	-4%	8%	-9%	4%	10%
O=C(Nc1nc(-c2ccccc2)cs1)c1ccccc1F	0%	17µM*	?	·	2	3.5µM*	47%[activator]	?	·	·	60%
O=C(COC(=O)CNC(=O)C1CCCCC1)Nc1cccc(F)c1	·	4%	4%	-2%	18	1%	·	5%	·	·	-7%
COc1ccc(C=Nc2cccnc2N)cc1	-12%	11µM*	8%	?	7	12%	2%	8%	8%	-4%[1.91 µM]	?
COc1ccc(-n2c(=O)c(CCC(=O)N(C)Cc3cccs3)nc3ccccc32)cc1	·	-2%	-15%	-7%	-2	0%	·	-2%	·	·	-41%
O=[N+]([O-])c1ccc(N=Cc2sc3ccccc3c2O)cc1	9%	?	8.2µM*	?	1	?	23%	22%	1%	1%	-17%
CCN1CCN(c2ncnc3c2cnn3-c2ccc(Cl)cc2)CC1	7%	6µM*	?	17%	13	1.8µM*	·	1.6µM*	15%	8%	?
COc1cc(CC(=O)OCC(=O)Nc2ccc(Cl)c(S(=O)(=O)N(C)C)c2)cc(OC)c1OC	0%	1%	0%	2%	?	-7%	·	-3%	2%	-5%	3%
Cc1ccc(C(=O)CC(=O)COc2ccc(Cl)cc2)cc1	-4%	1%	16%	?	-11	-2%	8%	2%	10µM*	13µM*	88%
O=C1N=C(N2CCCCC2)S/C1=C\c1cn[nH]c1-c1ccccc1	2%	7.6µM*	-1%	24%	3	15%	-1%	21%	1%	34%	3%
CCCN1C(=O)/C(=C/c2ccccc2OCc2ccc(C(=O)O)cc2)NC1=S	-1%	?	3%	-2%	-2	-7%	17%	-4%	6%	12%	-5%

Sorted by count of non-hydrogen atoms (low to high): part of the list above.
SMILES	PKM2 activator	FLuc counter	ELG1 genotoxic	p53 reactivation	Giardia kill	Rab9 prom act	Menin-MLL TR inh	NPC1 prom act	Gal4-VP16 FLuc	RORg inh	BRCA1 expr act
O=[N+]([O-])c1ccc(N=Cc2sc3ccccc3c2O)cc1	9%	?	8.2µM*	?	1	?	23%	22%	1%	1%	-17%
O=C(CCN1C(=O)CSc2ccccc21)Nc1ccc(C(F)(F)F)cc1	·	1%	1%	0%	-13	-13%	·	0%	·	·	-6%
COc1ccccc1C1=NN(C2=NN=C(N)Cc3ncnn32)C(O)(C(F)(F)F)C1 (configuration not stated)	-1%	-1%	0%	-2%	-16	3%	-4%	17%	-7%	?	-22%

Back to the main list, repeating the two entries before the break.
SMILES	PKM2 activator	FLuc counter	ELG1 genotoxic	p53 reactivation	Giardia kill	Rab9 prom act	Menin-MLL TR inh	NPC1 prom act	Gal4-VP16 FLuc	RORg inh	BRCA1 expr act
O=C1N=C(N2CCCCC2)S/C1=C\c1cn[nH]c1-c1ccccc1	2%	7.6µM*	-1%	24%	3	15%	-1%	21%	1%	34%	3%
CCCN1C(=O)/C(=C/c2ccccc2OCc2ccc(C(=O)O)cc2)NC1=S	-1%	?	3%	-2%	-2	-7%	17%	-4%	6%	12%	-5%
O=C(Nc1ccsc1C(=O)NC1CCCCC1)c1ccccc1	-5%	-1%	8%	?	9	-5%	28%	-10%	-16%	-36%	-24%
Cc1ccc(C2CC(c3ccc(Cl)cc3)n3nc(N)nc3N2)cc1 (configuration not stated)	2%	-2%	2%	7%	0	11%	-15%	0%	0%	-15%	-8%
CC1CN(c2ccc(Oc3ccccc3)cc2)c2nc3c(c(=O)n(CC(N)=O)c(=O)n3C)n2C1 (configuration not stated)	-10%	0%	-6%	-6%	18	1%	·	0%	-5%	0%	0%
COc1ccc(Cl)cc1NC(=O)CSC1=NN2CCCC(=O)N=C2S1	·	-2%	-6%	-6%	15	-4%	26%	-3%	?	?	-37%
Cc1ccc(NC(=O)C2CCCN(C(=O)Nc3ccc(F)cc3)C2)cc1 (configuration not stated)	2%	-3%	16%	23%	5	?	7%	0%	7%	13%	15%
Cc1noc(C)c1C(=O)Nc1cc(S(=O)(=O)N2CCCCC2)ccc1N(C)C	·	-1%	1%	-3%	8	-4%	·	-5%	·	·	5%
CCOc1cccc2cc(C(=O)NCc3cccnc3)c(=O)oc12	-14%	-1%	5%	6%	-2	9%	4%	8%	1%	-7%	2%
CCCCOc1ccc(-c2ncc(C(=O)O)c(C)n2)cc1	2%	2.4µM*	12%	9%	-8	0.56µM*	-2%	0.5µM*	?	26%	-12%
CCC1Sc2ccccc2N(CC(=O)NC2CCCCC2)C1=O (configuration not stated)	10%	1%	-6%	0%	14	-2%	-14%	1%	18%[10 µM]	33%	8%
CC(C)(C)NC(=O)Cn1c(=O)oc2ccc(Cl)cc21	-5%	2%	0%	6%	2	1%	15%	-5%	0%	-15%	5%
Cc1cc(C)cc(N2C(=O)CSC2c2ccccn2)c1 (configuration not stated)	-1%	3%	-1%	-2%	11	1%	-7%	0%	-1%	-13%	-5%
O=[N+]([O-])c1ccc(C2=Nn3c(Cn4nnc5ccccc54)nnc3SC2)cc1	-9%	?	-2%	-1%	-25	-3%	·	0%	4%	44%	-6%
CCn1ccnc1CNCc1cn(-c2cc(C)ccc2C)nc1-c1ccccc1	-1%	-1%	-14%	-6%	-13	1%	?	-3%	-21%	14µM*	-4%
COc1ccc(NC(=S)N(Cc2ccc(C)cc2)Cc2ccccn2)cc1	6%	-1%	3%	2%	-18	-1%	0%	-4%	-2%	?	-8%
